HTR5A ag ctr: HTR5A agonists in luminescence cell assay, primary screen, counter-screen for OPRM1-OPRD1 heterodimer agonist project, full-deck HTS; AID 504692, 2011; cell-based; 0.61% of 340,000 active; activation, % at 9.3 µM; in the data active = activation mostly above about 9.5%, no sharp cut-off; inactive = mostly below about 7.6%;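 note: 0% = cells with vehicle only and 100% = reference agonist; strong numbers were not always called active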
Target sequence (P47898 whole entry, looked up): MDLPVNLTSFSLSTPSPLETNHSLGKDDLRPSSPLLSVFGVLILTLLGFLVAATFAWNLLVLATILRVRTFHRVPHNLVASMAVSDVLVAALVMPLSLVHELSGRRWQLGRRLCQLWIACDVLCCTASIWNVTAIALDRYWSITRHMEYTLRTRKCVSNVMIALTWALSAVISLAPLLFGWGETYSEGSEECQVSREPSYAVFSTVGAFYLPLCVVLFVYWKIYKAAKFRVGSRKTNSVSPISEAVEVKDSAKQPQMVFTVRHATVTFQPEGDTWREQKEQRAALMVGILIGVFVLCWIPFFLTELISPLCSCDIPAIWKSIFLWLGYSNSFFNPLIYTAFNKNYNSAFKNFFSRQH
V-ATPase pH: regulators of yeast V-ATPase proton pumping, primary screen, pHLuorin cytosolic pH fluorescence | S. cerevisiae | response, % at 10 µM | 0.37% of 350,000 active | AID 504577, 2011; in the data active = response mostly above about 7.3%, no sharp cut-off; inactive = mostly below about 5.4%; note: actives read high; inactives centre near 0; some compounds called inactive have numbers as strong as hits; reference of the scale not given here
Keap1 Nrf2 FP: Keap1-Nrf2 protein-protein interaction inhibitors, primary screen, biochemical, fluorescence polarization, single point; Kelch-like ECH-associated protein 1 (Homo sapiens), Q14145; Keap1 Kelch-Nrf2 peptide fluorescence polarization, 1536-well; inhibition, % at 9.4 µM; 0.15% of 340,000 active; in the data active = inhibition above about 12%;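 note: human Keap1 Kelch domain with fluorescein labeled Nrf2 9mer peptide probe; 0% = neutral control wells and 100% = peptide positive control; higher means more block of Keap1 binding to Nrf2 peptide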
Target sequence (Q14145 whole entry, looked up, the tested form may be a part): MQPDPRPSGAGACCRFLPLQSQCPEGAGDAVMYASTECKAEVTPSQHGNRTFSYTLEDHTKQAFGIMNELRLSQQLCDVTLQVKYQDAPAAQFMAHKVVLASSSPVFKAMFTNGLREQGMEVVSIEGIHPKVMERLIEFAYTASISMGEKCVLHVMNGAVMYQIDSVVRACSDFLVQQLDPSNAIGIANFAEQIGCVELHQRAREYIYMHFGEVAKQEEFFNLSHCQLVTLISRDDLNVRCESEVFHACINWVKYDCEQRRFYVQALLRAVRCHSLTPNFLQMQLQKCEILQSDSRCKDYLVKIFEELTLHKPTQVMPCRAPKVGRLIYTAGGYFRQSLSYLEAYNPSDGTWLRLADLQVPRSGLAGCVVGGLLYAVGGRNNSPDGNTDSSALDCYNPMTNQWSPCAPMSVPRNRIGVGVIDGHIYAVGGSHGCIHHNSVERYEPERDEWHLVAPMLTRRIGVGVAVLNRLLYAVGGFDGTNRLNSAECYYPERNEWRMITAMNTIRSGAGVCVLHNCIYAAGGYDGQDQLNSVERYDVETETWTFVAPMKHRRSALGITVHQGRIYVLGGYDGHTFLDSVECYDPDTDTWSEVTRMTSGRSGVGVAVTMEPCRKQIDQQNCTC
HTR5A inv ctr: HTR5A inverse agonists in luminescence cell assay, primary screen, counter-screen for OPRM1-OPRD1 heterodimer inverse agonist project, full-deck HTS | 0.083% of 340,000 active | inhibition, % at 9.3 µM | 5-hydroxytryptamine receptor 5A (Homo sapiens), P47898 | HTR5A cell line, inverse agonism; in the data active = inhibition mostly above about 23%, no sharp cut-off; inactive = mostly below about 18%;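 note: 0% = cells with DMSO and 100% = no-cell wells with DMSO; some compounds called inactive have numbers as strong as hits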
RTF Ca sens inh: cardiac RTF calcium sensitivity inhibitors, primary screen, biochemical, IANBD-TnC fluorescence, EC70 calcium; Troponin I, cardiac muscle (Homo sapiens) + Troponin T, cardiac muscle (Homo sapiens) + …; IANBD-labeled cardiac RTF, Ca2+ fluorescence; inhibition, % at 7.15 µM; 0.12% of 340,000 active; AID 493244, 2011;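 active = inhibition above the mean inhibition of all tested compounds plus 3 SD, cut at about 17% in these data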;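 note: assay run at fixed EC70 calcium of 1.6 mM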
OPRM1-OPRD1 inv: inverse agonists of MOR-DOR heterodimerization, primary screen, cell-based, luminescence; 0.21% of 340,000 active; AID 504357, 2011; cell-based MOR-DOR heterodimer luminescence, inverse agonism; inhibition, % at 9.3 µM; in the data active = inhibition above about 22%, passing the limit was not always enough;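 note: 0% = cells with DMSO and 100% = wells without cells with DMSO; values of inactives mirror those of a sister screen read the other way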
cardiac RTF act: cardiac RTF calcium sensitivity activators, primary screen, biochemical, IANBD-TnC fluorescence, EC20 calcium; 0.24% of 340,000 active; IANBD-labeled TnC RTF fluorescence at EC20 calcium; 0% EC20 calcium, 100% full calcium; activation, % at 7.2 µM; Troponin I, cardiac muscle (Homo sapiens) + Troponin T, cardiac muscle (Homo sapiens) + …;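 active = activation above the mean over all tested compounds plus 3 SD, cut at about 30% in these data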;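 note: rise in fluorescence read as greater calcium sensitivity of cardiac thin filaments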
OPRM1-OPRD1 ag: agonists of OPRM1-OPRD1 heterodimerization, primary screen, cell-based, luminescence; Mu-type opioid receptor (Homo sapiens) + Delta-type opioid receptor (Homo sapiens), …; cells; activation, % at 9.3 µM; 0.3% of 340,000 active; AID 504326, 2011; in the data active = activation above about 18%;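 note: 0% = vehicle-treated cells and 100% = reference agonist; values of inactives mirror those of a sister screen read the other way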
CAL PDZ FP: untagged CAL PDZ binding inhibitors, primary screen, biochemical, fluorescence polarization, HTS; Golgi-associated PDZ and coiled-coil motif-containing protein (Homo sapiens), Q9HD26; purified CAL PDZ, TMR-peptide fluorescence polarization, 1 h; inhibition, % at 24.9 µM; 0.92% of 300,000 active; AID 602252, 2012;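 active = mean inhibition of at least 30% with at least half of replicates also reaching 30%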;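 note: 0% = DMSO neutral control and 100% = excess unlabeled competitor peptide PRC23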
C-LANA FP: inhibitors of KSHV C-LANA binding to DNA, primary screen, biochemical, fluorescence polarization, FAM-LBS DNA, MBP-C-LANA, single point | Kaposi's sarcoma herpesvirus LANA C-terminal domain (residues 932-1162) DNA binding | inhibition, % at 9 µM | 0.078% of 340,000 active;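 active = highest replicate inhibition at or above 60% at 9 µM, even if other replicates fall short; inactive = all replicates below 60% inhibition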;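 note: 0% = neutral control wells and 100% = 4 µM acridine orange control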
Numbers without * were called inactive. Hits appear at their usual frequency. About 2.8% of those tested had a hit in this group.

What do the screens show for `COc1ccc(-n2nc(N)c3c(=O)oc(N(C)C)nc32)cc1`?
HTR5A ag ctr: -4; V-ATPase pH: -3; Keap1 Nrf2 FP: 1; HTR5A inv ctr: -8; RTF Ca sens inh: 4; OPRM1-OPRD1 inv: 11; cardiac RTF act: -6; OPRM1-OPRD1 ag: -2.1; CAL PDZ FP: -2; C-LANA FP: 0.4

What do the screens show for `Cc1ccc(Sc2ncnc3onc(C)c23)cc1`?
HTR5A ag ctr: -7; V-ATPase pH: 3; Keap1 Nrf2 FP: -5; HTR5A inv ctr: 15; RTF Ca sens inh: -3; OPRM1-OPRD1 inv: -4; cardiac RTF act: -1; OPRM1-OPRD1 ag: 0.7; CAL PDZ FP: 6; C-LANA FP: -0.3

How did COC(C(=O)Nc1ccc(F)cc1F)c1ccccc1 (configuration not stated) do in these assays?
HTR5A ag ctr: 2; V-ATPase pH: -44; Keap1 Nrf2 FP: 1; HTR5A inv ctr: 5; RTF Ca sens inh: 6; OPRM1-OPRD1 inv: 13; cardiac RTF act: 8; OPRM1-OPRD1 ag: -2.1; CAL PDZ FP: -6; C-LANA FP: 1.2

Results for CN(C(=O)COC(=O)CSc1ccc(C(N)=O)cc1[N+](=O)[O-])C1CCCCC1 ?
HTR5A ag ctr: 8; V-ATPase pH: -2; Keap1 Nrf2 FP: -1; HTR5A inv ctr: -24; RTF Ca sens inh: 4; OPRM1-OPRD1 inv: 5; cardiac RTF act: -1; OPRM1-OPRD1 ag: -0.8; CAL PDZ FP: -2; C-LANA FP: -0.5

How did COc1ccccc1NC(=O)Cn1cc(C(=O)C(=O)N2CCOCC2)c2ccccc21 do in these assays?
HTR5A ag ctr: 1; V-ATPase pH: 3; Keap1 Nrf2 FP: -4; HTR5A inv ctr: 7; RTF Ca sens inh: 1; OPRM1-OPRD1 inv: 5; cardiac RTF act: 1; OPRM1-OPRD1 ag: -0.8; CAL PDZ FP: 0; C-LANA FP: 0.0

Results for CCc1nnc(NC(=O)c2cc(-c3ccco3)nc3ccccc23)s1 ?
HTR5A ag ctr: 2; V-ATPase pH: 6; Keap1 Nrf2 FP: -1; HTR5A inv ctr: 25; RTF Ca sens inh: 0; OPRM1-OPRD1 inv: -8; cardiac RTF act: -4; OPRM1-OPRD1 ag: 1.8; CAL PDZ FP: -2; C-LANA FP: -0.9

How did CC1CCN(C(=O)CCNS(=O)(=O)c2ccc3c(c2)c(=O)n(C)c(=O)n3C)CC1 do in these assays?
HTR5A ag ctr: -1; V-ATPase pH: 0; Keap1 Nrf2 FP: 0; HTR5A inv ctr: 18; RTF Ca sens inh: -12; OPRM1-OPRD1 inv: 10; cardiac RTF act: -5; OPRM1-OPRD1 ag: -1.9; CAL PDZ FP: 3; C-LANA FP: 1.1

Results for O=C(COC(=O)c1ccc(Cl)c(S(=O)(=O)N2CCCC2)c1)NC1CCCCC1 ?
HTR5A ag ctr: 0; V-ATPase pH: 3; Keap1 Nrf2 FP: 1; HTR5A inv ctr: 0; RTF Ca sens inh: 2; OPRM1-OPRD1 inv: 14; cardiac RTF act: -4; OPRM1-OPRD1 ag: -2.8; CAL PDZ FP: 3; C-LANA FP: 1.0

How did O=c1c2ccccc2ncn1Cc1ccco1 do in these assays?
HTR5A ag ctr: 0; V-ATPase pH: -3; Keap1 Nrf2 FP: -1; HTR5A inv ctr: -2; RTF Ca sens inh: -7; OPRM1-OPRD1 inv: 15; cardiac RTF act: 1; OPRM1-OPRD1 ag: -2.8; CAL PDZ FP: -5; C-LANA FP: -1.7

Results for CCC(NC(=O)CCc1nnc(-c2cc(C)on2)o1)C12CC3CC(CC(C3)C1)C2 (configuration not stated) ?
HTR5A ag ctr: 0; V-ATPase pH: 3; Keap1 Nrf2 FP: -4; HTR5A inv ctr: 4; RTF Ca sens inh: -7; OPRM1-OPRD1 inv: 6; cardiac RTF act: 2; OPRM1-OPRD1 ag: -2.0; CAL PDZ FP: -2; C-LANA FP: -0.3

What do the screens show for `CCCCC(CC(O)COCC(C)C)C(=O)NN` (configuration not stated)?
HTR5A ag ctr: 3; V-ATPase pH: 0; Keap1 Nrf2 FP: -3; HTR5A inv ctr: -31; RTF Ca sens inh: -3; OPRM1-OPRD1 inv: -13; cardiac RTF act: -1; OPRM1-OPRD1 ag: 2.6; CAL PDZ FP: -2; C-LANA FP: -0.8

What do the screens show for `COCCCn1c(=N)c(C(=O)NCC2CCCO2)cc2c(=O)n3cccc(C)c3nc21` (configuration not stated)?
HTR5A ag ctr: 1; V-ATPase pH: -59; Keap1 Nrf2 FP: 1; HTR5A inv ctr: -3; RTF Ca sens inh: 1; OPRM1-OPRD1 inv: 13; cardiac RTF act: -2; OPRM1-OPRD1 ag: -2.5; CAL PDZ FP: 8; C-LANA FP: -0.8

Next part, overlapping the part above by two compounds.
What do the screens show for `CCCCC(CC(O)COCC(C)C)C(=O)NN` (configuration not stated)?
HTR5A ag ctr: 3; V-ATPase pH: 0; Keap1 Nrf2 FP: -3; HTR5A inv ctr: -31; RTF Ca sens inh: -3; OPRM1-OPRD1 inv: -13; cardiac RTF act: -1; OPRM1-OPRD1 ag: 2.6; CAL PDZ FP: -2; C-LANA FP: -0.8

What do the screens show for `COCCCn1c(=N)c(C(=O)NCC2CCCO2)cc2c(=O)n3cccc(C)c3nc21` (configuration not stated)?
HTR5A ag ctr: 1; V-ATPase pH: -59; Keap1 Nrf2 FP: 1; HTR5A inv ctr: -3; RTF Ca sens inh: 1; OPRM1-OPRD1 inv: 13; cardiac RTF act: -2; OPRM1-OPRD1 ag: -2.5; CAL PDZ FP: 8; C-LANA FP: -0.8

How did CC1CCN(S(=O)(=O)c2ccc(NC(=S)NC(=O)c3ccc(Cl)cc3)cc2)CC1 do in these assays?
HTR5A ag ctr: 4; V-ATPase pH: -4; Keap1 Nrf2 FP: 2; HTR5A inv ctr: 20; RTF Ca sens inh: 5; OPRM1-OPRD1 inv: 15; cardiac RTF act: 0; OPRM1-OPRD1 ag: -3.3; CAL PDZ FP: 0; C-LANA FP: 1.7

How did C=CCc1c(C)nc2cc(-c3ccccc3)[nH]n2c1=O do in these assays?
HTR5A ag ctr: -4; V-ATPase pH: 0; Keap1 Nrf2 FP: -1; HTR5A inv ctr: 15; RTF Ca sens inh: 1; OPRM1-OPRD1 inv: 10; cardiac RTF act: -1; OPRM1-OPRD1 ag: -2.1; CAL PDZ FP: 9; C-LANA FP: 0.1

What do the screens show for `CCCCOc1ccc(C2C(=O)N(C3CCCCC3)CC(=O)N2CC2CCCO2)cc1` (configuration not stated)?
HTR5A ag ctr: -3; V-ATPase pH: 6; Keap1 Nrf2 FP: 4; HTR5A inv ctr: 11; RTF Ca sens inh: -1; OPRM1-OPRD1 inv: 4; cardiac RTF act: -2; OPRM1-OPRD1 ag: -0.8; C-LANA FP: 0.6

Results for CC(=O)Nc1ccc(NC(=O)CSc2nnc(N)n2-c2ccccc2)cc1 ?
HTR5A ag ctr: -2; V-ATPase pH: 1; Keap1 Nrf2 FP: -2; HTR5A inv ctr: 2; RTF Ca sens inh: -3; OPRM1-OPRD1 inv: 8; cardiac RTF act: -4; OPRM1-OPRD1 ag: -1.6; CAL PDZ FP: -4; C-LANA FP: -0.3

What do the screens show for `N=c1c(S(=O)(=O)c2ccc(Cl)cc2)cc2c(=O)n3ccccc3nc2n1CCc1ccccc1`?
HTR5A ag ctr: 1; V-ATPase pH: 2; Keap1 Nrf2 FP: 4; HTR5A inv ctr: -5; RTF Ca sens inh: -9; OPRM1-OPRD1 inv: 10; cardiac RTF act: 5; OPRM1-OPRD1 ag: -1.8; CAL PDZ FP: 0; C-LANA FP: 18

Results for CCOC(=O)c1c(NC(=O)CCS(=O)(=O)c2ccccc2)sc2c1CCN(C)C2 ?
HTR5A ag ctr: -7; V-ATPase pH: 2; Keap1 Nrf2 FP: -13; HTR5A inv ctr: 17; RTF Ca sens inh: -2; OPRM1-OPRD1 inv: 18; cardiac RTF act: 2; OPRM1-OPRD1 ag: -3.5; CAL PDZ FP: -2; C-LANA FP: -4.7

Results for CC[C@@]1(c2ccccc2C)C(=O)N(C(=O)OC)N1C(=O)OC ?
HTR5A ag ctr: -1; V-ATPase pH: -1; Keap1 Nrf2 FP: -8; HTR5A inv ctr: -20; RTF Ca sens inh: -3; OPRM1-OPRD1 inv: -13; cardiac RTF act: 7; OPRM1-OPRD1 ag: 2.4; CAL PDZ FP: -1; C-LANA FP: 1.5

Results for O=C(C1CCCCC1)N1CCCC(c2nc3c(nnn3Cc3ccccc3)c(=O)[nH]2)C1 (configuration not stated) ?
HTR5A ag ctr: 1; V-ATPase pH: -4; Keap1 Nrf2 FP: -4; HTR5A inv ctr: -2; RTF Ca sens inh: -1; OPRM1-OPRD1 inv: 3; cardiac RTF act: 3; OPRM1-OPRD1 ag: -0.6; C-LANA FP: 1.4

How did CCOC(=O)C(NC(C)=O)(Nc1ccc(S(=O)(=O)Nc2ccncn2)cc1)C(F)(F)F (configuration not stated) do in these assays?
HTR5A ag ctr: 3; V-ATPase pH: 2; Keap1 Nrf2 FP: -1; HTR5A inv ctr: 2; RTF Ca sens inh: -6; OPRM1-OPRD1 inv: -1; cardiac RTF act: -1; OPRM1-OPRD1 ag: 0.3; C-LANA FP: 1.2

Results for c1ccc(OCc2nn3c(C4CCCCC4)nnc3s2)cc1 ?
HTR5A ag ctr: 3; V-ATPase pH: 2; Keap1 Nrf2 FP: -5; HTR5A inv ctr: -17; RTF Ca sens inh: -7; OPRM1-OPRD1 inv: -29; cardiac RTF act: 4; OPRM1-OPRD1 ag: 5.2; CAL PDZ FP: -6; C-LANA FP: 1.6

How did CCCCN(C)CCn1c(=S)[nH]c2cc(OCC)c(OCC)cc2c1=O do in these assays?
HTR5A ag ctr: 0; V-ATPase pH: -6; Keap1 Nrf2 FP: 4; HTR5A inv ctr: 0; RTF Ca sens inh: -4; OPRM1-OPRD1 inv: -5; cardiac RTF act: 1; OPRM1-OPRD1 ag: 1.0; CAL PDZ FP: -4; C-LANA FP: 7.6

What do the screens show for `O=C(CNC(=O)c1ccc(Br)o1)Nc1ccccc1`?
HTR5A ag ctr: 0; V-ATPase pH: 2; Keap1 Nrf2 FP: -7; HTR5A inv ctr: -28; RTF Ca sens inh: -3; OPRM1-OPRD1 inv: 4; cardiac RTF act: 2; OPRM1-OPRD1 ag: -0.7; CAL PDZ FP: -1; C-LANA FP: -0.4

How did CNC(=O)CCCc1nc(-c2ccccc2Cl)no1 do in these assays?
HTR5A ag ctr: 0; V-ATPase pH: 1; Keap1 Nrf2 FP: -1; HTR5A inv ctr: -8; RTF Ca sens inh: -2; OPRM1-OPRD1 inv: 17; cardiac RTF act: 6; OPRM1-OPRD1 ag: -3.0; CAL PDZ FP: -3; C-LANA FP: -0.5
